Screening results as filed in PubChem.
MC4R antagonist – antagonists of human melanocortin 4 receptor (MC4R). P32245. MC4R-expressing cells, MTII-stimulated cAMP, LANCE TR-FRET. inhibition, % at 6.5 µM. 360,000 tested, 0.48% active. AID 540295;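 active = inhibition above its plate's cutoff, the mean of tested wells on that plate plus 3 SD, cut at about 29% in these data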;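 note: 0% = Melanotan II alone and 100% = Melanotan II plus saturating MCL0020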
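material = U2OS cells stably expressing human melanocortin 4 receptor (MC4R) | also added = Melanotan II challenge | dosing = single nominal compound dose of 6.5 µM | detection = TR-FRET with Eu-cAMP and labeled anti-cAMP, 671 nm | replication = singlicate | timing = compound 30 min, challenge 1 h, detection 1 h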
MC4R barr agon – human MC4R agonism via beta-arrestin | P32245 | U2OS MC4R beta-arrestin complementation, luminescence; percent of melanotan II response, DMSO zero | activation, % at 8.9 µM | 360,000 tested, 0.98% active | AID 540308;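 active = activation above a per-plate cutoff, the mean activation of sample wells on that plate plus 3 SD, cut at about 8% in these data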
ABCB6 inh MLPCN – human ABCB6 transporter inhibition; Q9NP58; K562-ABCB6 porphyrin accumulation, flow cytometry, 1 h; active compounds read low; fluorescence ratio to DMSO, % at 10 µM; 360,000 tested, 0.19% active; AID 602162;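 active = fluorescence ratio to DMSO below 75%, the collection mean minus 3 SD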;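 note: signal is porphyrin accumulated inside mitochondria; 100% equals median channel fluorescence of DMSO control wells; lower ratio means ABCB6 inhibition with less porphyrin fluorescence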
aDG glyco up – alpha-DG glycosylation activation | 360,000 tested, 0.22% active | Pro5-aDG cells, alpha-DG glycosylation AlphaScreen (IIH6); 0% Pro5, 100% B10-LARGE cell signal | activation, % at 10 µM | AID 624168;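 active = activation of at least 8% versus controls, or a plate z-score of at least 8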;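 note: Pro5 are CHO cells carrying HIG-tagged alpha-DG that lacks glycosylation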
ABHD5 PLIN5 PPI – inhibitors of human ABHD5-perilipin-5 interaction. Q00G26+Q8WTS1. Split G. princeps luciferase complementation, luminescence, 4 h. inhibition, % at 4 µM. 360,000 tested, 0.78% active;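 active = inhibition above the mean inhibition across every tested compound plus 3 SD, cut at about 22% in these data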;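 note: 0% = DMSO only wells and the 100% control is not disclosed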
Target sequence (Q00G26 whole entry, looked up): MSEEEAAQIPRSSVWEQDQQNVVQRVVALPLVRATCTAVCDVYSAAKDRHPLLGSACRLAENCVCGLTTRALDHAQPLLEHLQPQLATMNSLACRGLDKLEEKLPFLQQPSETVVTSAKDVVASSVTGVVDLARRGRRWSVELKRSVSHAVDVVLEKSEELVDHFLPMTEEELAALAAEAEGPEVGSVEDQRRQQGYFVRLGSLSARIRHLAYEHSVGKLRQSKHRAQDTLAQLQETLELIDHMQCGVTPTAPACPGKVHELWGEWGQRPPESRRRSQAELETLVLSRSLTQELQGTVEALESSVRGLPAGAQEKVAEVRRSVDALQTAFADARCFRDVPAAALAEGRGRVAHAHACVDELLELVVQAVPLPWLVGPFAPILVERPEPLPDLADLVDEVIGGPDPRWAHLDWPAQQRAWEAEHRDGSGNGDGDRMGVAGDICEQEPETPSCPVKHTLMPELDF
Target sequence (Q8WTS1 whole entry, looked up): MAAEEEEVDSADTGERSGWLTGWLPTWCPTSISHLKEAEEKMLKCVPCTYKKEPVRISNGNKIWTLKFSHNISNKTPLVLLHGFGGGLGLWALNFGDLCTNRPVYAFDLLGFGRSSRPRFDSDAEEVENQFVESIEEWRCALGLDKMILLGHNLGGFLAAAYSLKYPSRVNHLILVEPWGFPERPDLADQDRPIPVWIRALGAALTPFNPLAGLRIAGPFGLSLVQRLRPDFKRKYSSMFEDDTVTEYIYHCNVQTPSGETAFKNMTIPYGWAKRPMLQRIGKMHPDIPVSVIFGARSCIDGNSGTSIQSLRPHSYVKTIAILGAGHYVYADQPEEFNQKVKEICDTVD
HTR2A ag – mouse HTR2A agonism via beta-arrestin recruitment. CHO-K1 mHTR2A beta-arrestin complementation, luminescence; percent of 30 µM serotonin response. P35363. AID 624169. activation, % at 7.6 µM. 360,000 tested, 0.66% active;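 active = activation above a run cutoff, the mean activation of all tested compounds plus 3 SD, cut at about 14% in these data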;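 note: 0% = plate median of compound wells and 100% = 30 µM serotonin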
Exocytosis inh – blocks lytic granule exocytosis. inhibition, % at 10 µM. TALL-104 LAMP-1 surface exposure, flow cytometry; cells stimulated with thapsigargin and PMA. AID 651702. 360,000 tested, 0.66% active;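 active = inhibition above about 55%, limit read from the data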
N-glyco inh – blocks N-linked glycosylation in D54 reporter cells. AID 588692. reporter increase, % at 12.5 µM. D54 ERlucT glycosylation luciferase reporter, 24 h; percent of 100 nM tunicamycin response. 360,000 tested, 0.23% active;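 active = mean luciferase reporter signal, scaled so untreated is 0 and the glycosylation-blocking control 100, at or above a set limit in every replicate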;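 note: luciferase carries N-glycosylation sites so blocking glycosylation raises the light; 0% = median of neutral control wells and 100% = median of 100 nM tunicamycin wells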
iPSC survival up – enhancers of human iPSC single-cell survival. 360,000 tested, 0.044% active. survival enhancement, % at 20 µM. hiPSC single-cell survival, ATPlite luminescence; 100% = ROCK inhibitor wells, 0% = DMSO; in the data active = survival enhancement above about 18%;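 note: cells exposed to compounds for 16 hours before the ATP read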
H9c2 protect – protects H9c2 cardiomyocytes from peroxide injury | 360,000 tested, 0.63% active | H2O2 injury protection, ATPLite, 2 h | protection from H2O2 cell death, % at 20 µM;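 active = compounds giving at least 50% protection of heart cells from peroxide-induced death in the single-dose screen, raw or plate-pattern-corrected value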;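 note: 0% = DMSO wells with peroxide and 100% = DMSO wells without peroxide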
* hit, by the source's call; nt = no result given.

SMILES	MC4R antagonist	MC4R barr agon	ABCB6 inh MLPCN	aDG glyco up	ABHD5 PLIN5 PPI	HTR2A ag	Exocytosis inh	N-glyco inh	iPSC survival up	H9c2 protect
C=CCc1cc(CN2CC(C)OC(C)C2)c(O)c(OC)c1 (stereo not drawn)	4	0.3	101	0.2	1	-10	4	1	-2.1	-2
Cc1ccc(S(=O)(=O)Nc2cc3c(C(=O)Nc4ccccc4)c(C)oc3c3ccccc23)cc1	4	1.1	100	0.0	-1	-2	-3	-5	0.2	-3
Cc1ccnc(NC(=O)CNC(=O)c2ccccc2Br)c1	5	-2.1	101	-0.5	-9	4	-1	3	-0.4	6
Clc1ccc(Cn2ncc3c(NCCN4CCOCC4)ncnc32)cc1	7	1.4	93	-0.1	0	4	-1	0	1.7	-3
COc1cc(OC)cc(C(=O)Nc2c(F)cccc2F)c1	0	-1.7	95	0.7	1	5	-4	nt	-1.4	-4
CCC(=O)N1CCc2cc(S(=O)(=O)CCC(=O)Nc3ccc(F)c(F)c3)ccc21	2	-2.1	85	-0.1	-11	7	1	0	-0.9	-3
Cc1ccc2nc(C(=O)O)c(C(=O)O)nc2c1	-7	-1.2	95	-0.1	0	-1	-4	0	1.0	9
CSc1nnc(CNS(=O)(=O)c2ccc(F)cc2)n1C	2	-1.8	96	0.1	8	3	-7	0	0.2	4
Cc1ccc(S(=O)(=O)NC(Cc2c[nH]c3ccccc23)C(=O)O)cc1 (stereo not drawn)	6	-1.7	96	0.0	4	1	1	1	4.6	1
O=S(=O)(Nc1ccccn1)c1ccc(Cl)cc1	7	-1.6	93	-0.2	-2	5	1	2	2.6	5
COc1cccc(NS(=O)(=O)NC(=O)c2c(C)[nH]c3ccccc23)c1	-3	-2.9	104	-0.2	-1	0	0	1	0.7	-4
CC(=O)c1ccc(NC(=O)CSc2ccc(-c3ccco3)nn2)cc1	-5	4.0	103	2.0	7	-3	3	2	0.0	1
O=C(CSc1nnc(-c2ccc(C(F)(F)F)cn2)s1)c1ccccc1	8	-1.8	100	0.1	-4	2	17	1	-0.5	-1
O=C(Nc1ncc([N+](=O)[O-])s1)c1ccco1	1	-2.0	94	0.1	0	1	4	nt	-0.1	-8
O=C(Cc1ccc(Cl)cc1)NNC(=O)C1CC=CCC1C(=O)O (stereo not drawn)	5	-2.5	92	-0.2	1	12	-2	0	-0.3	0
COc1ccccc1NC(=O)C1CCN(S(=O)(=O)c2cccs2)CC1	7	0.4	89	-0.2	-6	6	-4	-2	2.9	22
Cc1ccc2c(c1)CCCN2C(=O)CCc1nc2ccccc2c(=O)[nH]1	2	-0.2	103	0.1	2	-5	9	16	-0.5	76*
Cc1cccc(NC(=O)CN2CCN(C(=O)C3CCC3)CC2)c1C	2	-1.6	101	0.3	-10	-8	3	1	-0.5	-1
O=C(N/C(=C\c1ccccc1)C(=O)N1CCOCC1)c1ccco1	5	-0.6	95	0.1	4	7	-5	2	-0.8	-2
O=c1cc(N2CCN(c3ccccc3)CC2)[nH]c(=O)n1-c1ccccc1	3	3.1	99	-0.1	1	0	20	1	-1.0	13

Part of the list above in order of molar mass, ascending:
SMILES	MC4R antagonist	MC4R barr agon	ABCB6 inh MLPCN	aDG glyco up	ABHD5 PLIN5 PPI	HTR2A ag	Exocytosis inh	N-glyco inh	iPSC survival up	H9c2 protect
COc1cc(OC)cc(C(=O)Nc2c(F)cccc2F)c1	0	-1.7	95	0.7	1	5	-4	nt	-1.4	-4
Cc1ccc2c(c1)CCCN2C(=O)CCc1nc2ccccc2c(=O)[nH]1	2	-0.2	103	0.1	2	-5	9	16	-0.5	76*
CCC(=O)N1CCc2cc(S(=O)(=O)CCC(=O)Nc3ccc(F)c(F)c3)ccc21	2	-2.1	85	-0.1	-11	7	1	0	-0.9	-3

(next part)
SMILES	MC4R antagonist	MC4R barr agon	ABCB6 inh MLPCN	aDG glyco up	ABHD5 PLIN5 PPI	HTR2A ag	Exocytosis inh	N-glyco inh	iPSC survival up	H9c2 protect
COc1cccc(N(C(=O)c2cnccn2)C(C(=O)NC2CCCCC2)c2ccc(Cl)cc2)c1 (stereo not drawn)	3	-1.5	94	0.0	-1	0	-1	0	-1.4	10
O=C(CCCN1C(=O)CCC1=O)Nc1ccc(Cl)c(C(F)(F)F)c1	4	-1.1	99	0.0	10	-3	-1	1	-0.8	-7
CCC(Sc1nc(=O)cc(N)n1-c1ccccc1)C(=O)Nc1cc(C)on1 (stereo not drawn)	4	-0.7	107	-0.1	-3	-6	-5	4	1.3	-1
COc1ccc(C)cc1N(CC(=O)N1CCc2ccccc2C1)S(C)(=O)=O	2	-1.0	95	0.6	-6	2	1	-3	-0.1	10
Cc1ccnc(N=Cc2nc(-c3ccccc3Br)oc2O)c1	1	-1.3	98	0.1	5	1	4	-2	1.8	-5
COc1ccc(C(C(=O)NC2CCCC2)N(C(=O)CNC(=O)c2ccco2)c2cccnc2)cc1 (stereo not drawn)	20	1.2	99	-0.1	5	5	-8	0	-0.5	-3
C[C@H](CO)N1C[C@H](C)[C@@H](CN(C)C(=O)c2ccccc2)OCc2cn(nn2)CCCC1=O	14	0.1	101	0.4	1	-6	1	3	-2.9	-15
Fc1cccc(Nc2nc(-c3ccncc3)nc3ccccc23)c1	27	12*	98	0.3	-3	-3	4	-4	1.2	-4
Cc1ccc(NC(=O)CSCC(=O)Nc2ccc(S(=O)(=O)N3CCOCC3)cc2)cc1	9	-5.5	95	-0.2	2	6	35	1	-0.6	3
CC(=O)Nc1c2c3c(cccc3n(C)c1=O)C(=O)c1ccccc1-2	-7	-0.5	98	-0.2	3	2	18	3	1.5	0
COc1ccccc1N1CCN(Cc2cc(=O)oc3ccccc23)CC1	nt	nt	96	0.2	-19	1	-1	2	2.0	8
O=C(CN1C(=O)S/C(=C\C=C\c2ccccc2)C1=O)Nc1ccc(O)cc1	4	-2.6	94	-0.5	30*	-5	2	-2	1.2	-6
CCOc1ccc(NC(=O)CSc2nc(N3CCOCC3)nc(N3CCOCC3)n2)cc1	8	-0.3	94	0.0	1	0	0	2	-0.4	0
CC(C)(C)NC(=O)Cn1c(SCC(=O)NC2CCCC2)nc2ccccc21	12	0.0	95	0.0	-3	4	14	0	-0.4	-3
CC(=O)Nc1cccc(NC(=O)CSc2ncc(-c3ccc(Cl)cc3)n2Cc2ccco2)c1	12	-1.3	86	1.7	-4	-6	15	-3	-1.5	-42
COc1ccccc1Cc1c(-c2ccc(OC)c(OC)c2)nc2c3ccccc3ccn12	nt	nt	95	0.8	5	-2	3	0	0.1	4
CCC1CCCCN1S(=O)(=O)c1ccccc1[N+](=O)[O-] (stereo not drawn)	2	-0.5	97	-0.1	0	1	-1	-2	-0.2	-10
CC1N=C(SCC(=O)c2ccc(F)cc2)N2C(C)N=C(SCC(=O)c3ccc(F)cc3)N12 (stereo not drawn)	16	-0.8	102	-0.1	-3	0	0	0	-0.8	-5
CCCCC(=O)Nc1ccccc1C(=O)N1CCOCC1	4	0.5	85	-0.2	3	-2	0	3	-0.9	0
O=C(CN1C(=O)C(=O)N(CCC2=CCCCC2)C1=O)c1c[nH]c2ccccc12	1	7.1	92	0.2	-9	5	-2	1	-0.6	-2
O=C(NCCOC(=O)c1ccc(C(=O)OCCNC(=O)c2ccccc2)o1)c1ccccc1	5	-1.5	104	0.1	4	-4	3	1	4.6	12

Gathered by group, those above with fluorine
SMILES	MC4R antagonist	MC4R barr agon	ABCB6 inh MLPCN	aDG glyco up	ABHD5 PLIN5 PPI	HTR2A ag	Exocytosis inh	N-glyco inh	iPSC survival up	H9c2 protect
COc1cc(OC)cc(C(=O)Nc2c(F)cccc2F)c1	0	-1.7	95	0.7	1	5	-4	nt	-1.4	-4
CCC(=O)N1CCc2cc(S(=O)(=O)CCC(=O)Nc3ccc(F)c(F)c3)ccc21	2	-2.1	85	-0.1	-11	7	1	0	-0.9	-3
CSc1nnc(CNS(=O)(=O)c2ccc(F)cc2)n1C	2	-1.8	96	0.1	8	3	-7	0	0.2	4
O=C(CSc1nnc(-c2ccc(C(F)(F)F)cn2)s1)c1ccccc1	8	-1.8	100	0.1	-4	2	17	1	-0.5	-1
O=C(CCCN1C(=O)CCC1=O)Nc1ccc(Cl)c(C(F)(F)F)c1	4	-1.1	99	0.0	10	-3	-1	1	-0.8	-7
Fc1cccc(Nc2nc(-c3ccncc3)nc3ccccc23)c1	27	12*	98	0.3	-3	-3	4	-4	1.2	-4
CC1N=C(SCC(=O)c2ccc(F)cc2)N2C(C)N=C(SCC(=O)c3ccc(F)cc3)N12 (stereo not drawn)	16	-0.8	102	-0.1	-3	0	0	0	-0.8	-5
